E-sel inducer = E-selectin induction in HUVECs, primary screen, imaging, HUVEC, immunofluorescence imaging, single point; actives 0.37% (n = 260,000); activation, % at 7.58 µM; P16581; normalized: neutral wells 0, TNF-alpha wells 100;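 active means mean E-selectin-positive cell signal at least 10% of the positive control, reached in at least 60% of replicates, without over 20% cell loss; inconclusive means no rule given, readout overlaps actives, possibly toxicity-flagged; inactive means the rest, including those meeting only one limit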;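 further: in these data hits start at about 27%; measured in HUVEC primary endothelial cells; signal is the percent of cells scored E-selectin positive by PE staining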
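assay system = HUVEC, human umbilical vein endothelial cells | input = 3,000 HUVEC seeded per well | medium = EGM-2 growth medium on 0.1% gelatin-coated wells | dosing = one compound dose added by pin transfer | signal = immunofluorescence imaging | read-out basis = % PE-positive cells | control set = TNF-alpha, DMSO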
Statin myotox sup = suppressors of statin myotoxicity in C2C12 myotubes, primary screen, cell-based, single point, plate reader | C2C12 myotubes + simvastatin, ATP luminescence, 48 h; scaled: DMSO 0, geranylgeraniol control 100 | actives 0.78% (n = 330,000) | rescue of ATP level, % at 7.49 µM;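 active means mean ATP rescue above about 67%, or every replicate alone reaching that limit, limit read from the data, passing the limit was not always enough; inconclusive means no clear call, values can overlap the other calls; inactive means mean under the limit and some replicate under it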;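 further: myotubes were challenged with 10 µM simvastatin during compound exposure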
DENV2 CPE rescue = inhibitors of DENV2 cytopathic effect, primary screen, cell-based, plate reader, single concentration. CPE inhibition, % at 9.99 µM. actives 1.7% (n = 350,000). AID 651640, 2012. DENV2-infected cells, cytopathic effect rescue; in the data active means CPE inhibition above about 20%, passing the limit was not always enough; inconclusive means no clear call, values can overlap the other calls; tested in BHK-21 cells;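 further: 0% = median of neutral control wells and 100% = median of positive control wells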
S100A4 inh HTS = inhibitors of S100A4-myosin IIA peptide binding, primary screen, biochemical, fluorescence polarization, TAMRA-MyoIIA peptide | inhibition, % at 10.7 µM | actives 0.14% (n = 360,000);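 active means mean inhibition of at least 70% across replicates, with every replicate also reaching that level; inconclusive means mean inhibition reaches 70% but some replicates fall short; inactive means mean inhibition below 70%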
Target sequence (P26447 whole entry, looked up): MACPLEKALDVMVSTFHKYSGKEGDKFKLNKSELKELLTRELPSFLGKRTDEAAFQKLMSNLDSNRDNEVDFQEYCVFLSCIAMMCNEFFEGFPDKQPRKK
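Material: S100A4 monomer protein / Buffer or medium: 50 mM HEPES pH 7.2, 10 mM CaCl2, 100 mM KCl / Times: 5 min incubation before reading / Benchmarks: neutral control DMSO, positive control TFP / Reagent: labelled myosin peptide probe, 5 nM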
SIRT5 inh = SIRT5 desuccinylase inhibitors, primary screen, biochemical, fluorescence imaging, single point, set 5; NAD-dependent protein deacylase sirtuin-5, mitochondrial (Homo sapiens), Q9NXA8; actives 1.1% (n = 330,000); Purified SirT5, succinyl-peptide AMC, trypsin-coupled fluorescence; inhibition, % at 15 µM; in the data active means inhibition above about 15%; inconclusive means no clear call, values can overlap the other calls
Target sequence (Q9NXA8 whole entry, looked up): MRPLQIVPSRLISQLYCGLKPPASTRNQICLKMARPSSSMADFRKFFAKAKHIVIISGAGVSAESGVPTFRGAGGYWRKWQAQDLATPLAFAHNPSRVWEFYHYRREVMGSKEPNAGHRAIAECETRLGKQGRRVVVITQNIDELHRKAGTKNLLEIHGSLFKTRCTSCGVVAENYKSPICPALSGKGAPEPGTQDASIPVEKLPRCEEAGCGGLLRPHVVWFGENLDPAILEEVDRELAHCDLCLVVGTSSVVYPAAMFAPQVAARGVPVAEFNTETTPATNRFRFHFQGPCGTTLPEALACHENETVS
ERp5 inh = inhibitors of ERp5-driven insulin aggregation, primary screen, biochemical, turbidity, absorbance 650 nm, single point | Protein disulfide-isomerase A6 (Homo sapiens), Q15084 | inhibition, % at 9.99 µM | actives 0.05% (n = 350,000) | 90 min;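 active means mean replicate inhibition above about 25%, with every replicate also reaching it, limit read from the data, passing the limit was not always enough; inconclusive means only one of those two criteria met; inactive means neither criterion met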
Target sequence (Q15084 whole entry, looked up): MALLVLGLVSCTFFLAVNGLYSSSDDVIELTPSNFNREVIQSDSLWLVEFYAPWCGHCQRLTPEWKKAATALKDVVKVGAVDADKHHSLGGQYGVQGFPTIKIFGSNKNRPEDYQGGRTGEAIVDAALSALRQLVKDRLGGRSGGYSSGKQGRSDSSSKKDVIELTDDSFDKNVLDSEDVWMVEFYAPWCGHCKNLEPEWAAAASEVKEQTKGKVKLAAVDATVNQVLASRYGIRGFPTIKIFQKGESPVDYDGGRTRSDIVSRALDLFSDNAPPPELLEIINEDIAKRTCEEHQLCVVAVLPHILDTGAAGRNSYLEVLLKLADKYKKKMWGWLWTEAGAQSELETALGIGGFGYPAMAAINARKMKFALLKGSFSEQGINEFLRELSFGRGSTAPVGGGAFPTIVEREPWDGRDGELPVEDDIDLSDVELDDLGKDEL
PglD inh = C. jejuni PglD acetyltransferase inhibitors, primary screen, biochemical, DTNB colorimetric, single point. UDP-N-acetylbacillosamine N-acetyltransferase PglD (Campylobacter jejuni). purified PglD enzyme, DTNB colorimetric CoA detection. inhibition, % at 12.5 µM. actives 0.098% (n = 360,000); in the data active means inhibition above about 16%, passing the limit was not always enough; inconclusive means no clear call, values can overlap the other calls; further: strong numbers were not always called active
Starred values were filed as active, the others as inactive; u = inconclusive; x = not tested or not shown. Not all compounds are listed, so the mix of outcomes need not match the whole.

SMILES	E-sel inducer	Statin myotox sup	DENV2 CPE rescue	S100A4 inh HTS	SIRT5 inh	ERp5 inh	PglD inh
C[C@H](CO)N1C[C@H](C)[C@H](CN(C)C(=O)c2ccccn2)Oc2ncc(C3=CCCCC3)cc2C1=O	-0.5	-16	62*	7	-1	2	1
COc1ccc(NC(=O)Nc2cccc3ccccc23)c(OC)c1	0.9	-6	-5	3	-4	0	-3
O=C(NCCNC(=O)c1cccnc1)c1ccc(Br)cc1	x	x	1	-6	-1	3	2
COc1ccc(C(=O)NC2CCN(C(=S)Nc3cccc(C)c3)CC2)cc1	x	12	6	4	0	0	-2
CO[C@H]1CC[C@H]2CCN(C)C(=O)C[C@H](c3ccccc3)CN(C)C(=O)c3cccc(C#N)c3OC[C@@H]1O2	-0.2	-8	8	-1	-1	6	5
COc1ccccc1CNC(=O)Cn1nnnc1CN(C)C(C)C	x	26	1	-28	-2	-6	-2
CC(C)C(=O)N1CCC1(C)C(=O)NCc1cc(Cl)ccc1F (centres undefined)	1.3	-3	11	-1	7	1	-3
CC(C)c1nnc(NC(=O)CCC(=O)N2CCN(c3cccc(Cl)c3)CC2)s1	x	8	0	2	0	3	-6
C[C@@H]1CN([C@H](C)CO)C(=O)c2c(c3ccccc3n2C)-c2ccccc2CO[C@@H]1CN(C)S(C)(=O)=O	0.0	16	0	-3	-8	0	2
O=C1NC[C@H](CCCCN2C[C@H](Cc3ccc(O)cc3)N(Cc3ccccc3)C(=O)C2=O)N(CCc2ccccc2)C1=O	0.1	x	3	-3	-3	-1	x
CC1CCCC(C)N1C(=O)CN1C(=O)NC2(CCOc3ccccc32)C1=O (centres undefined)	x	-17	-3	-4	-5	-1	0
COc1cccc(-c2ccc([C@H]3[C@H](CO)N(C(=O)C4CC4)C34CN(C(C)=O)C4)cc2)c1	0.1	x	2	-12	-3	-3	x
O=C(c1cc(-c2ccc(Cl)cc2Cl)on1)N1CCCC1	0.7	15	20	2	x	-1	0
O=C(Oc1cc(Cl)ccc1Cl)C1=CC=CN2CCS(=O)(=O)N=C12	x	1	-1	1	-7	2	-1
CC(C)CSc1n[nH]c(N)n1	x	x	1	6	-4	-6	x
Nc1cc([N+](=O)[O-])ccc1Nc1ccccc1	x	x	-2	27	x	-6	x
O=C(COc1cccc(F)c1)Nc1nc(-c2ccccn2)cs1	1.5	6	9	0	x	-1	-5
C=CCN(CC=C)CCOc1ccc2ccccc2c1	x	x	3	-2	-2	0	x
COc1ccc(CCNC(=O)C2CCN(S(=O)(=O)c3ccc4c(c3)oc(=O)n4C)CC2)cc1OC	-0.2	-4	-5	3	-3	2	-1
C=CC[C@]12C[C@@]3(O[C@H](C4CCCCC4)N=C3C[C@H](c3ccc(OC)cc3)[C@H]1C)N(Cc1ccncc1)C2=O	-0.3	x	-4	-10	5	-1	x
CCNC(=O)C1(C)CCCN(Cc2noc(-c3ccccc3OC)n2)C1 (centres undefined)	-0.4	11	-3	-4	-3	-10	-1
S=C(Nc1ccc(Nc2ccccc2)cc1)N1CCN(c2ncccn2)CC1	0.1	x	1	-2	-5	0	x
CCN(CC)CCCN=Cc1c(-c2ccccc2)[nH]n(-c2nc3ccccc3s2)c1=O	0.2	x	-2	-6	-2	-4	x
Cc1ccc(S(=O)(=O)NCCC(=O)NNc2c(F)c(F)cc(F)c2F)cc1	-0.2	-1	3	30	0	-2	-1

Five of the compounds above, comma-delimited.
Compound,E-sel inducer,Statin myotox sup,DENV2 CPE rescue,S100A4 inh HTS,SIRT5 inh,ERp5 inh,PglD inh
CCN(CC)CCCN=Cc1c(-c2ccccc2)[nH]n(-c2nc3ccccc3s2)c1=O,0.2,x,-2,-6,-2,-4,x
CCNC(=O)C1(C)CCCN(Cc2noc(-c3ccccc3OC)n2)C1 (centres undefined),-0.4,11,-3,-4,-3,-10,-1
Cc1ccc(S(=O)(=O)NCCC(=O)NNc2c(F)c(F)cc(F)c2F)cc1,-0.2,-1,3,30,0,-2,-1
O=C(c1cc(-c2ccc(Cl)cc2Cl)on1)N1CCCC1,0.7,15,20,2,x,-1,0
O=C(Oc1cc(Cl)ccc1Cl)C1=CC=CN2CCS(=O)(=O)N=C12,x,1,-1,1,-7,2,-1

The results go on:
SMILES	E-sel inducer	Statin myotox sup	DENV2 CPE rescue	S100A4 inh HTS	SIRT5 inh	ERp5 inh	PglD inh
C[C@@H]1CN([C@@H](C)CO)C(=O)c2cc(NC(=O)Cc3ccccc3)ccc2O[C@H]1CN(C)CC1CCCCC1	x	7	3	10	15	-2	1
CC(=O)Nc1ccc(CN2CCN(CCC(C)C)C(CCO)C2)cc1 (centres undefined)	0.1	0	x	-1	-4	-2	1
COc1cc2ccccc2cc1C(=O)Nc1nccs1	0.3	-5	3	-7	-1	-9	3
Cc1nn(-c2ccc(Cl)cc2)c(=O)c2ccccc12	x	x	-6	4	-6	5	x
COCC(=O)Nc1ccc2c(c1)OC[C@H](C)N(Cc1ccccn1)C[C@@H](C)[C@@H](OC)CN(C)C2=O	0.0	-12	-9	9	3	-1	1
CCC(C)C(=O)OCC1(c2ccc(C)cc2OC(=O)C(C)C)CO1 (centres undefined)	x	-8	10	-1	x	1	0
CN(C(=O)C1CCC(CNS(=O)(=O)c2cccc3cccnc23)CC1)C1CCCCC1 (centres undefined)	x	-6	-5	4	2	-2	0
Cc1ccc(NS(=O)(=O)c2ccc(C(=O)NCC3CCCO3)cc2)cc1 (centres undefined)	2.0	x	-9	-16	-2	1	x
COc1cc([N+](=O)[O-])cc(/C=C2/SC(=S)N(Cc3ccccc3)C2=O)c1O	0.3	-29	7	-52	10	0	2
O=S(=O)(c1ccc(F)c(F)c1F)N1CCN(C(=S)NCc2ccccc2)CC1	x	4	6	-3	-4	4	x
CCOC(=O)[C@]12CCC=C1N(Cc1ccco1)C(=O)[C@H](CC(=O)N1CCCC1)C2	0.0	x	-10	-1	-9	-1	x
CCOC(=O)CC1COCCN1C(=O)c1ccc2oc(Cc3ccccc3)nc2c1 (centres undefined)	0.0	1	-4	-2	0	-1	0
C[C@H]1CN([C@@H](C)CO)C(=O)Cc2cc(NC(=O)C3CC3)ccc2O[C@@H]1CN(C)Cc1ccc2c(c1)OCO2	-11	-31	8	2	x	1	-3
O=C1c2ccccc2C(=O)N1CCC#C/C=C1\c2ccccc2C(=O)N1c1ccccc1	0.4	-6	-11	-11	0	2	2
COC(=O)CC1C(=O)NCCN1C(=S)Nc1ccccc1 (centres undefined)	x	-1	u	-1	-5	8	-2
CN(C(=O)c1cc(COc2ccc(F)cc2Cl)on1)C1CCOC1 (centres undefined)	-0.1	-1	0	2	x	0	-2
CCOC(=O)C1(CCCc2ccccc2)CCN(C(=O)CN2CCOC2=O)CC1	-0.6	x	6	1	-1	-1	x
Cc1cc(NC(=O)C2=C(O)c3ccccc3S(=O)(=O)N2C)no1	1.1	-5	-2	16	2	1	-5
O=C(COc1ccc(S(=O)(=O)N2CCOCC2)cc1)Nc1ccc(Br)cc1	x	-4	-9	-4	-3	-9	-9
O=S(=O)(c1ccccc1)c1ncc(C(F)(F)F)cc1Cl	x	-22	-4	-2	0	-7	1
Cc1cc2ccccc2nc1SCC(=O)NC1CCCC1	x	x	9	-3	1	5	4
CNc1c(NC(=O)c2ccc3c(c2)OCO3)c(=O)oc2ccccc12	x	1	4	-4	3	3	3
COc1cc(C)ccc1Oc1ncnc(N)c1[N+](=O)[O-]	1.0	-18	-9	-3	-4	-3	-3
COc1ccc(OCc2cc(C(=O)N(C)C3CCOC3)no2)c(Cl)c1 (centres undefined)	-0.1	-3	0	-3	-4	-4	3
CC1CC(C)CN(C(=O)COC(=O)c2cc(S(=O)(=O)N3CCOCC3)ccc2F)C1 (centres undefined)	x	4	7	2	1	-2	2
CCOc1ccc(C(C)=O)cc1COc1cccnc1[N+](=O)[O-]	x	-2	-1	-8	4	2	-3
COc1cc(C(=O)Nc2cccc(S(=O)(=O)NCc3ccco3)c2)cc(OC)c1OC	4.8	2	-6	-3	6	2	-7
Cc1noc(C)c1NC(=O)Nc1ccc2c(c1)C(=O)N(C)[C@H]1CC[C@H](CC(=O)Nc3ccccc3F)O[C@@H]1CO2	0.0	16	u	-4	-3	2	1
COc1ccc(C(=O)c2[nH]c(N)c(C(=O)NCCc3c[nH]c4ccccc34)c2-c2ccc(Cl)cc2)cc1	0.1	x	11	-10	-6	-5	x
Cc1ccc(C(=O)OCC(=O)NCCN2C(=O)CSC2=O)cc1[N+](=O)[O-]	2.4	2	2	0	-3	2	2
Cc1nn(-c2ccccc2)nc1C(=O)Oc1cc(C(F)(F)F)nn1-c1ccccc1	0.0	x	-6	-7	6	4	x
C=CCN(c1ccccc1)S(=O)(=O)c1cccc(C(=O)NC2CCN(Cc3ccccc3)CC2)c1	-0.2	-60	12	-9	-1	4	-4
COCCN(C(=O)COC(=O)Cc1coc2cc3c(cc12)CCC3)c1c(N)n(Cc2ccccc2)c(=O)[nH]c1=O	x	-14	u	-4	1	0	0
CSc1ccc(CCNC(=O)C2CCCN(S(=O)(=O)N3CCOCC3)C2)cc1 (centres undefined)	x	-5	-7	-2	-1	1	9
CC(OC(=O)c1cccnc1Cl)C(=O)Nc1ccc(S(N)(=O)=O)cc1 (centres undefined)	0.1	x	0	-2	1	-4	x
N#C[C@@H]1[C@H](c2ccc(-c3cncnc3)cc2)[C@H](CO)N1C(=O)Cc1ccccc1	0.0	11	10	-26	0	9	2
CC1C/C(=N\NC(N)=S)c2cc(Cl)ccc2S1 (centres undefined)	-3.1	x	-1	9	-1	0	0
NS(=O)(=O)c1ccc(NC(=O)COC(=O)/C=C/c2ccc([N+](=O)[O-])cc2)cc1	-0.2	x	0	0	-2	3	2
CCOC(=O)c1cccc(NC(=O)CSc2nnc(C)n2CC2CCCO2)c1 (centres undefined)	x	7	-3	-5	-8	1	-1
Cc1ccc(C2CC(c3ccccc3)n3ncnc3N2)cc1 (centres undefined)	-0.1	-6	4	8	x	-3	-4
Cc1ccccc1-c1cc(C(=O)N/N=C/c2cccnc2)c2ccccc2n1	0.6	13	0	1	1	6	2
CO[C@@H]1CN(C)C(=O)c2cc(NC(C)=O)ccc2OC[C@H](C)N(Cc2ccc(F)cc2)C[C@H]1C	-0.3	-5	-1	4	1	11	-1
O=C(c1cccc(F)c1)N1CCCCN2[C@H](CO)[C@@H](c3ccc(-c4ccncc4)cc3)[C@H]2C1	0.1	x	-4	11	-1	0	0
CCOC(=O)Cc1nnc(NC(=O)CSc2ncc(-c3ccccc3)nn2)s1	2.2	0	5	4	0	1	2
COc1ccc(OC)c(C2=NS(=O)(=O)N(C)C(C(=O)NCc3cccs3)=C2)c1	x	9	-2	-1	0	-7	-4
Cc1cccc(Nc2cnn(C34CC5CC(CC(CC(=O)O)(C5)C3)C4)c(=O)c2Cl)c1	x	-5	-6	0	12	-2	-3
O=[N+]([O-])c1cnccc1Nc1ccc(Cl)cc1	0.1	2	-4	-2	-2	-1	x
Cc1ccc(-c2csc(NC(=O)c3cc([N+](=O)[O-])ccc3N3CCOCC3)n2)cc1	0.4	-36	7	3	-1	1	1
O=C(CNC(=S)N(CCCN1CCOCC1)Cc1cccs1)NCc1ccccc1Cl	x	-7	3	0	-14	6	6
N#C/C(=C/c1ccc(N2CCOCC2)o1)C(=O)Nc1ccccc1	1.1	-1	3	2	0	-12	-2

Bioassay records from PubChem BioAssay.
